PI4K2A block = PI4K2A (human) kinase inhibition; Q9BTU6; purified PI4K2A, ADP-Glo luminescence, 1 h; active compounds read low; hit rate 0.13% among 420,000; activity change, negative = inhibition, % at 76.9 µM; in the data active means activity change below about -50%; inconclusive means mostly about -30% to -49%;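 further: -100% = wells without enzyme as full effect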
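PI4K2A activity was measured by ADP-Glo luminescence: enzyme (4 ug/mL stock) and phosphatidylinositol (1.2 mM stock) in Tris pH 7.5/MgCl2/EGTA/Triton X-100 buffer were reacted with ATP (300 microM stock) for one hour at ambient temperature.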
ERG Ets-DNA blk = inhibitors of human ERG Ets domain-DNA interaction; hit rate 0.028% among 370,000; fluorescence polarization, His-ERG Ets domain / labelled DNA; AID 624246; Potency, µM (highest dose often 76.9 µM), inactives show top-dose FP activity, negative = inhibition, most hits filed as inhibitors; P11308; active means well fitted inhibition curve with a large enough effect in the polarisation, with a control signal flat; inconclusive means small, poorly fitted or top-dose-only effect, or effect the other way, or a change in a side signal; inactive means no such curve, though single readings can be large or run the other way; the % refers to the polarisation;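 further: polarization taken with two DNA probes labelled with fluorescein and Texas red; potency means the concentration at half of the fitted maximal effect; % of control where 0% means no effect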
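His-tagged ERG Ets domain (1 uM in the protein solution; 300mM KCl, 50mM Tris-HCl, 1mM EDTA, 1mM DTT, pH 7.5) received compound, then a probe mix of 5 nM fluorescein-DNA and 100nM Texas-615-DNA. Fluorescence polarization was read for both dyes.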
BAZ2B inh = blocks human BAZ2B; Q9UIF8; AlphaScreen BAZ2B-H3K14Ac peptide displacement; Potency, µM (titrated, usually from 114 µM), inactives show at the top dose activity change, negative = inhibition, hits mostly inhibitors; hit rate 4.4% among 360,000; AID 504333; further: potency means the concentration at half of the fitted maximal effect; on the % scale 0 is the no-effect control and ±100 the full control effect; nearly all actives have a fitted effect of over 60% in size
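Multi-concentration screen (max 110 uM) measuring displacement of acetylated histone H3 peptide from BAZ2B by AlphaScreen, using 50 nM protein, 50 nM peptide and 10 ug/mL streptavidin donor plus Ni-chelate acceptor beads.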
ALOX12 inh = blocks human arachidonate 12S-lipoxygenase; purified 12hLO, xylenol orange hydroperoxide absorbance; Potency, µM (top dose mostly 108 µM), inactives show at the highest dose activity change, negative = inhibition, actives largely listed as inhibitors; hit rate 1.1% among 580,000; AID 1671190; further: potency means the concentration at half of the fitted maximal effect; on the % scale 0 is the no-effect control and ±100 the full control effect
Target sequence (P18054 whole entry, looked up): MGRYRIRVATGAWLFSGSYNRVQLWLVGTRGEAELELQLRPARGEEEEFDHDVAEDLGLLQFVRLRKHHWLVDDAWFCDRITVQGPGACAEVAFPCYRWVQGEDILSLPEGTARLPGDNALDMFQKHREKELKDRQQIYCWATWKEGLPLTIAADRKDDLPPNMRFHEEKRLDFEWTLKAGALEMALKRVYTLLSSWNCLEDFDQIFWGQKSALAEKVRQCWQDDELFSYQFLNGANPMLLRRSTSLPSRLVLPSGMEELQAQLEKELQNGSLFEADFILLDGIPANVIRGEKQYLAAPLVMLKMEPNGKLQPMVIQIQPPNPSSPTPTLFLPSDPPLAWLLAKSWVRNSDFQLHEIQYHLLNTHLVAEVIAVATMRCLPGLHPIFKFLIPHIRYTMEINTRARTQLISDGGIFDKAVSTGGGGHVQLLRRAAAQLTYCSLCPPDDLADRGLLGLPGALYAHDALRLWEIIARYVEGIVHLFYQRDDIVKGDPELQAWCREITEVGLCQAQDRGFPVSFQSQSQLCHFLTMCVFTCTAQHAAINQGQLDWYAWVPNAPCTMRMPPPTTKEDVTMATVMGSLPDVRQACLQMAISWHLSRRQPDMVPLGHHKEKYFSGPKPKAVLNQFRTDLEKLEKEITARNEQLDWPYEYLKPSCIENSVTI
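Hydroperoxide product was detected by ferrous iron/xylenol orange as the 573 to 405 nm absorbance ratio. Arachidonic acid at 40 uM (final) was turned over for 30 min at room temperature by 150 nM human 12hLO, pH 7.0 Hepes buffer, after 15 min compound preincubation.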
RGS4 inhibitor = human RGS4 inhibition. P49798. Transcreener GDP fluorescence polarization, RGS4-accelerated GTP hydrolysis. Potency, µM (top dose mostly 114 µM), for inactives: at the highest dose activity change, negative = inhibition, most hits filed as inhibitors. hit rate 0.039% among 390,000; further: potency means the concentration at half of the fitted maximal effect; on the % scale 0 is the no-effect control and ±100 the full control effect; nearly all actives have a fitted effect of over 75% in size; some results filed as inactive show a strong effect at the top dose
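MLSMR compounds (23 nl, pin-transferred) preincubated 10 min at room temperature with a 500nM (2x) first reagent, then RGS4 at 900nM (2x) plus Transcreener GDP mix added; fluorescence polarization (620/688 nm) read before and after 90 min at 30 °C.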
G9a inh = blocks human histone lysine methyltransferase G9a; hit rate 8.8% among 350,000; G9a H3K9 monomethylation, AlphaScreen, 2 h; Potency, µM (titrated, usually from 102 µM), for the others: top-dose activity, negative = inhibition, actives largely listed as inhibitors; further: potency means the concentration at half of the fitted maximal effect; on the % scale 0 is the no-effect control and ±100 the full control effect; nearly all actives have a fitted effect of over 75% in size
Target sequence (Q96KQ7 913-1193 limits assumed): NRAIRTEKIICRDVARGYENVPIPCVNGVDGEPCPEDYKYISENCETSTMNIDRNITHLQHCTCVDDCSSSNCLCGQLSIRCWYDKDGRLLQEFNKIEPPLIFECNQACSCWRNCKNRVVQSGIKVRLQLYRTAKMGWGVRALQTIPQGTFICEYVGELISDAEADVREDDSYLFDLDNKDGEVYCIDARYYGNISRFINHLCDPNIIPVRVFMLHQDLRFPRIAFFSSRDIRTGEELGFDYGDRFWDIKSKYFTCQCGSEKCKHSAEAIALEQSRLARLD
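Chemiluminescent proximity detection of H3K9 monomethylation, read after 10 min bead incubation in the dark. Reaction: 20 nM G9a, 500 nM biotin-H3K9 peptide, 20 uM SAM cofactor, 2 h, room temperature, following 15 min enzyme-compound preincubation.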
JMJD2A Tudor = JMJD2A Tudor domain (human) inhibition. O75164. hit rate 4.4% among 390,000. Potency, µM (highest dose often 114 µM), for the others: top-dose activity change, negative = inhibition, actives largely listed as inhibitors. AID 504339. AlphaScreen JMJD2A-Tudor / H3K4me3 peptide binding; further: potency means the concentration at half of the fitted maximal effect; on the % scale 0 is the no-effect control and ±100 the full control effect; nearly all actives have a fitted effect of over 50% in size
GLS inhibitor = inhibitors of human glutaminase (GLS); AID 624170; O94925; Potency, µM (titrated, usually from 45.5 µM), for inactives: at the highest dose activity change, negative = inhibition, hits mostly inhibitors; hit rate 0.21% among 410,000; GLS enzymatic activity, qHTS titration; further: potency means the concentration at half of the fitted maximal effect; on the % scale 0 is the no-effect control and ±100 the full control effect
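Read-out is an Amplex red fluorescence increase coupled through glutamate oxidase and HRP, measured before and after 30 min room-temperature incubation. hKGA is in 45 mM KH2PO4 (pH 8.2) with 0.02% Tween-20; glutamine added as 1mM solution.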
HP1b binding inh = inhibitors of HP1-beta chromodomain binding to methylated histone tails; hit rate 0.56% among 390,000; AlphaScreen HP1-beta / biotin-H3K9me3 peptide binding; AID 540317; Potency, µM (highest dose often 114 µM), for the others: at the highest dose activity change, negative = inhibition, most hits filed as inhibitors; further: potency means the concentration at half of the fitted maximal effect; nearly all actives have a fitted effect of over 70% in size; inactives centre near 23
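HP1-beta protein (50 nM final) preincubated 30 min at room temperature with biotinylated H3(1-18)K9me3 peptide (50 nM) in PBS pH 7.4, 0.01% Tween-20, then compound added for 30 min. AlphaScreen streptavidin donor/nickel chelate acceptor beads (10 ug/mL final), 30 min dark, luminescence read.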
Starred values were filed as active, the others as inactive; ? = inconclusive; . = not tested or not shown; [ ] = another dose, or the depositor's remark. Unless noted, the call rests on the fitted dose curve; in most records, active means well fitted curve in the direction sought with a large enough effect; inconclusive means small, poorly fitted or top-dose-only effect, or another doubt; inactive means no such curve, though single readings can be large; an effect the other way counts as inactive or inconclusive. A portion of the library; count on the stated rates, not on these rows.

structure	PI4K2A block	ALOX12 inh	BAZ2B inh	RGS4 inhibitor	JMJD2A Tudor	ERG Ets-DNA blk	GLS inhibitor	G9a inh	HP1b binding inh
COc1ccc(NC(=O)CSc2nc(-c3cc(OC)c(OC)c(OC)c3)[nH]c2-c2ccc(F)cc2)cc1	4	-28%	?	0%	?	?	-20%	?	-6%
O=c1c2ccccc2sn1-c1ccc(S(=O)(=O)N2CCCCC2)cc1	-1	?	.	?	8.9µM*	.	95%[activator]	.	?
COc1ccc2nc(NC(=O)c3ccccc3O)sc2c1	2	-2%	?	8%	-12%	-8%	14%	-3%	45%[activator]
Cc1cc(C(=O)CSc2nnc(-c3ccco3)o2)c(C)n1-c1ccc2c(c1)OCCO2	-12	16%	-35%	-7%	-33%	0%	7%	-9%[59 µM]	0%
CC(C)[C@H](NC(=O)c1ccccc1Cl)C(=O)OCc1cc(=O)n2cc(Br)ccc2n1	0	13%	?	8%	-4%	1%	3%	7%	4%
CCn1cc(CN2CCCC(CO)(Cc3ccc(F)cc3)C2)c2ccccc21 (stereo not drawn)	2	?	-2%	-3%	?	15%	8%	-3%	5%
COc1ccc(/C(C)=N\Nc2nc(-c3ccccc3)cc(=O)[nH]2)cc1	-8	4%	11%	24%	?	-1%	12%	8.9µM*	23%
COc1ccc(NC(=O)N(C)C[C@H]2Oc3c(NC(=O)Cc4ccccc4)cccc3C(=O)N([C@H](C)CO)C[C@@H]2C)cc1	3	1%	.	3%	-15%	-3%	-3%	.	27%
CCCC(=O)Nc1ccc(S(=O)(=O)Nc2cc(C)nc(C)n2)cc1	-1	22%	.	15%	-1%	3%	-9%	?	37%
COc1cc(CNC(=O)CSCc2nc3cccnc3n2C2CCCCC2)cc(OC)c1OC	-5	-15%	-6%	-32%	-10%	12%	-25%	20%[59 µM]	9%[57 µM]
CCc1ccc(-c2nc(CN3CCCC(C(=O)N4CCN(c5cc(Cl)ccc5C)CC4)C3)c(C)o2)cc1 (stereo not drawn)	4	?	10µM*	11%	?	-5%	-5%	8.9µM*	-20%
CC1(C)CC(=O)C(=Cc2cn(-c3ccccc3)nc2-c2ccccc2)C(=O)C1	0	4%	.	-51%	0%	1%	?	.	43%
Cc1ccc(C)c(NS(=O)(=O)c2ccc(NC(=O)CSc3ccc(Cl)cc3)cc2)c1	-1	6%	0%	5%[11.4 µM]	-24%	10%	18%	-7%[59 µM]	8%
CCOC(=O)c1cnn(-c2ccccc2)c1NC(=O)CSc1nnc(-c2cccs2)n1CC	26	-15%	11%	10%	-12%	-1%	7%	-10%	27%
Cc1ccc2[nH]c(O)c(N=NC(=O)CCc3ccccc3)c2c1Br	-3	-4%	-8%	-18%	-24%	2%	-5%	0%[59 µM]	-6%
Cc1ccc(C)c(N(C(=O)c2snc(C(N)=O)c2N)C(C(=O)NCC2CCCO2)c2cccs2)c1 (stereo not drawn)	-2	28%	-13%	?	11µM*	1%	30%	12%	19%
O=C(Nc1ccccn1)c1ccc(S(=O)(=O)c2ccc(Cl)cc2)cc1	2	-13%	-15%	-13%	-11%	1%	5%	6%	53%[activator]
CCN(CC)c1ccc(/C=N/n2c(C)cc(C)cc2=O)cc1	9	-21%	2%	-22%	-20%	-5%	6%	23%	16%
Fc1ccc(C(c2nnnn2Cc2cccs2)N2CCN(C3CCCC3)CC2)cc1 (stereo not drawn)	-11	?	?	-22%	-5%	-5%	1%	-25%[59 µM]	16%
S=c1[nH]nc(-c2ccncc2)n1/N=C/C=C/c1ccccc1	2	?	-31%	?	4.5µM*	11%	28%	?	?
COc1cccc2cc(C(=O)NCCN3CCOCC3)oc12	-3	150%[activator]	-24%	1%	-5%	10%	5%	45µM*	30%
CC(=O)C1=C(C)N2CCN=C2S1	-4	2%	-16%	21%	-20%	5%	8%	16%	1%
CCOc1c(Cl)cc(Cl)cc1CNCCSc1nnnn1C	-6	-7%	-17%	22%	-13%	-11%	6%	-25%[59 µM]	41%[activator]
COCCNC(=O)c1ccc(NC(C)=O)cc1	7	221%[activator][57.4 µM]	2%	22%	0%	1%	4%	0%[59 µM]	22%
CCOC(=O)c1c(NC(C)=O)c2c3c(sc2n1Cc1c(C)cc(C)cc1C)CCCC3	1	-1%	0%	4%	-11%	2%	-5%	-2%[59 µM]	53%[activator]
c1cc(CNc2ccc3c(c2)OCCO3)ccn1	10	0%	-36%	17%	-27%	-3%	19%	-44%[12.7 µM]	-12%
CCCc1c(C(=O)NNc2ccc(C)cc2)cnn1-c1ccccc1	-3	?	?	-23%	?	3%	3%	4.5µM*	-9%
Cn1nc(C(F)(F)F)c(-c2ccc(Br)cc2)c1NC(=O)C1CCC1C(=O)O (stereo not drawn)	2	?	0%	21%	-14%	11%	3%	-2%	18%
COC(=O)[C@@]12CCCCN1[C@H](c1ccc(-c3ccc(F)cc3)cc1)[C@@H]1C(=O)N(C)C(=O)[C@@H]12	1	-14%	-31%	1%	-31%	-2%	-3%	-12%[2.33 µM]	15%
Cc1ccc(Cl)c(NC(=O)COC(=O)CNS(=O)(=O)/C=C/c2ccccc2)c1Cl	3	10%	-6%	-1%	-12%	3%	7%	?	27%
CCC(CNc1cc(OC)cc2cccnc12)NC1CCCCC1 (stereo not drawn)	-28	7%	?	-32%	56µM*	-4%	13%	5µM*	-11%
C/C(=N/NC(=O)c1cc(C2CC2)[nH]n1)c1cccs1	-20	5%	4%	-23%	-5%	1%	-4%	4%	52%[activator]
COc1ccccc1C(OC(=O)c1ccco1)C(=O)NCc1ccc(F)cc1 (stereo not drawn)	2	53%	4%	0%	-27%	12%	-1%	3%	6%
C=CCc1cccc2cc(C(=O)NCc3cccnc3)c(=O)oc12	-2	?	1%	-36%	-24%	.	-3%	?	10%
CC1C(=O)CCN(C(C)(C)C)C1C (stereo not drawn)	-5	0%	2%	0%	-13%	-1%	-10%	-5%	29%
CCOC(=O)C1CCN(C(=O)CSc2ccc(Br)cc2)CC1	5	-7%	2%	9%	-3%	-7%	-3%	7%[59 µM]	39%[activator]
Cc1ccc2c(c1)N(CCC(=O)NCC1CCCO1)C(=O)CO2 (stereo not drawn)	1	0%	5%	10%	7%	3%	-17%	?	7%
COc1ccccc1OCCNC(=O)c1cc(F)c(F)cc1Cl	2	-2%	-2%	-1%	0%	-11%	-1%	8%[59 µM]	38%
COc1ccc(NC(=O)C2CCN(S(=O)(=O)c3cn(C)cn3)CC2)cc1Cl	2	-34%	1%	3%	-9%	17%	-7%	11%[59 µM]	11%
COc1ccc(CSc2nnc(CNS(C)(=O)=O)o2)cc1	0	11%	9%	11%	-13%	.	2%	0%[59 µM]	24%
C/C(CC1CC(C)(C)OC1=O)=N\NC(N)=S (stereo not drawn)	2	?	?	-6%	7.1µM*	7%	1%	32µM*	7%
CC(=O)C1=C(O)C(=O)N(c2ccc(S(=O)(=O)Nc3nccs3)cc2)C1c1ccc(F)cc1 (stereo not drawn)	1	?	-29%	-4%	-16%	3%	-12%	56µM*	3%
O=C(CN1N=C(c2ccccc2)CCC1=O)NCc1cccs1	-2	-1%	-11%	-1%	-7%	-16%	2%	-6%	18%
O=C(c1ccco1)N1CCN(Cc2c(Cl)cccc2Cl)CC1	-3	3%	2%	-2%	-10%	-21%	-5%	7%	37%
C=CCNC(=S)NCc1ccccc1OC	-5	-14%	-21%	12%	-21%	1%	1%	-9%	-6%
O=C(N/C(=C\c1ccccc1)C(=O)N1CCOCC1)c1ccccc1Br	2	8%	-26%	17%	-17%	14%	-10%	-2%	19%
O=C(COc1ccc(Cl)c2cccnc12)N1CCOCC1	5	9%	0%	6%	-12%	2%	-7%	13%[59 µM]	43%[activator]
Clc1ccc(/C=N/Nc2nc(Cl)nc3ccccc23)cc1	0	0%	-32%	-3%	-35%	-1%	1%	66%[activator][12.7 µM]	32%
c1ccc2oc(NC3=NCN(C4CCCCC4)CN3)nc2c1	4	11%	-13%	7%	-19%	14%	-1%	?	-22%
COc1ccc(-c2c(C)nn3c(N4CCN(c5ccccc5F)CC4)cc(C)nc23)cc1OC	5	1%	-20%	28%	-25%	-5%	-16%	-32%[59 µM]	14%

Compound activity as filed in PubChem.
